# MBNL1 CUG block: MBNL1-poly(CUG) RNA binding inhibition; Q9NR56; TR-FRET MBNL1-His/biotin-(CUG)12 binding, 665/545 ratio; Potency, µM (doses to about 57.5 µM), without a hit: at the highest dose activity change, negative = inhibition, actives largely listed as inhibitors; hit rate 0.036% among 280,000; AID 2675; active = well fitted inhibition curve with a large enough effect in the signal ratio, with a control signal flat, not every such curve was filed as active; inconclusive = small, poorly fitted or top-dose-only effect, or effect the other way, or a change in a side signal; inactive = no such curve, though single readings can be large or run the other way; the % refers to the signal ratio; also: potency is read from the fitted curve at half-maximal effect; % is scaled to controls: 0 for no effect and ±100 for the full control effect
# Target sequence (Q9NR56 whole entry, looked up): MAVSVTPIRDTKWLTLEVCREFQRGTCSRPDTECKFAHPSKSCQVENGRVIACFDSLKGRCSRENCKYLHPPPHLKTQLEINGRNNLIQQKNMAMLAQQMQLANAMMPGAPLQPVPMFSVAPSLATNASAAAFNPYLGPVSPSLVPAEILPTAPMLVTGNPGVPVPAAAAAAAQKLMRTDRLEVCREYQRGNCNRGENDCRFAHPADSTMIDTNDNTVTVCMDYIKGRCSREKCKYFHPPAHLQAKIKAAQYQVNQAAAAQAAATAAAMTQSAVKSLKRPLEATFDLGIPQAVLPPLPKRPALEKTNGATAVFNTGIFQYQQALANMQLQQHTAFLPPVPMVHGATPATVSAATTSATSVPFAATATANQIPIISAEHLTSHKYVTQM
#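 TR-FRET readout: Ex 340 nm, 665/545 nm emission ratio, normalized to buffer-only (basal) and MBNL1-(CUG)12 controls. Complex of MBNL1-His with Biotin-(CUG)12, compounds 92 nM–58 uM, incubated 60 min at room temperature.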
# KCNH2 WT inh: blocks the wildtype human KCNH2 potassium channel | U2OS, BacMam KCNH2, thallium flux FluxOr; stronger effect = lower value | hit rate 0.37% among 340,000 | AID 720551 | Q12809 | activity change, % at 1.84 µM;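 active = maximum activity change below -70%; inconclusive = maximum activity change between -70% and -50%; inactive = maximum activity change above -50%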; also: % is scaled to controls: 0 for no effect and ±100 for the full control effect
#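 U2OS cells were transduced with wild-type KCNH2 virus (2.03 x 10^8 / mL) for 4 h at room temperature, then cultured overnight at 37 C. Thallium flux was read with FluxOr dye. Rate constants were normalized to DMSO controls.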
# TSHR antagonist: antagonists of human thyroid stimulating hormone receptor. AID 504810. hit rate 0.2% among 330,000. activity change, negative = inhibition, % at 11.5 µM. P16473. TSHR-expressing cells, TSH-stimulated cAMP HTRF, 2 h; stronger effect = lower value;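 active = activity change below a set negative limit, meaning inhibition stronger than a set level, cut at about -70% in these data; inconclusive = activity change between two set negative limits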; also: % is scaled to controls: 0 for no effect and ±100 for the full control effect
#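 Freshly harvested TSHR cells receive pin-tooled compound, then EC80 TSH at 4nM final. After 2 hours at 37 deg C, antibody in lysis buffer and cAMP-d2 are added; 30 minutes at ambient temperature precede the HTRF read.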
# Eya2 phos inh: blocks the phosphatase activity of human Eya2 | recombinant Eya2, OMFP fluorescence dephosphorylation (OMFP is methylfluorescein phosphate) | AID 488837 | Potency, µM (series often up to 76.9 µM), for inactives: top-dose activity, negative = inhibition, usual class: inhibitors | hit rate 0.006% among 330,000 | O00167; also: potency is read from the fitted curve at half-maximal effect; % is scaled to controls: 0 for no effect and ±100 for the full control effect
#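 Eya2 (0.2 uM) preincubated 10 min at ambient with compound, then OMFP substrate added at 50 uM; 10 min reaction in 50 mM HEPES pH 7.5, 50 mM NaCl, 5 uM MgCl2, 0.05% BSA, 1 mM DTT. Fluorescence read at Ex 485/Em 525 nm.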
# S-ASM inh: blocks human secretory acid sphingomyelinase | placental ASM, HMU-PC fluorogenic substrate, 60 min | Potency, µM (titrated, usually from 57.5 µM), for the others: at the highest dose activity change, negative = inhibition, actives largely listed as inhibitors | hit rate 0.006% among 340,000; also: potency is read from the fitted curve at half-maximal effect
# Target sequence (P17405 47-631 limits assumed): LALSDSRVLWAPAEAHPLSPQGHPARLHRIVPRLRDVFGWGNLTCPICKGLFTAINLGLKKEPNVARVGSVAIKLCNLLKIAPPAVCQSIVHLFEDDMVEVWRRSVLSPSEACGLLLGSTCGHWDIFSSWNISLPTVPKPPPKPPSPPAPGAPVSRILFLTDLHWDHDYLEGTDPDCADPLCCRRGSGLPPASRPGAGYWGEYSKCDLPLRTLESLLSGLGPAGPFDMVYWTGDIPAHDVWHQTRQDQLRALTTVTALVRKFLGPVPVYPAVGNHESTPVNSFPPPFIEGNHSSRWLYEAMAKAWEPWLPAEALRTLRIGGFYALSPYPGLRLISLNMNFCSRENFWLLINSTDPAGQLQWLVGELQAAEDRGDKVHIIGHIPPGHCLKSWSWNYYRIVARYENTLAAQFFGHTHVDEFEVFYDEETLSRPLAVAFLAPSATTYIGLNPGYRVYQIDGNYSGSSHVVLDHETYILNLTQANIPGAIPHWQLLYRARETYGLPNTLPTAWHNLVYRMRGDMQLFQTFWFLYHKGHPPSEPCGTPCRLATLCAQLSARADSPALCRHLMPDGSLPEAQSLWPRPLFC
#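 Fluorogenic HMU-PC substrate (9 uM final) is turned over by placental ASM in 60 min at 37 C after a 10 min compound preincubation. Reaction ended by alkaline stop (pH 10), with fluorescence read at 386/447 nm.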
# PKM2 activator: increases activity of human pyruvate kinase M2. P14618. purified PKM2, Kinase-Glo ATP luminescence, activation; response scale: 0% is enzyme alone, no compound. Potency, µM (top dose mostly 57.5 µM), without a hit: top-dose activation, usual class: activators. hit rate 0.34% among 260,000. AID 1631; also: potency is read from the fitted curve at half-maximal effect; % is scaled to controls: 0 for no effect and ±100 for the full control effect; nearly all actives have a fitted effect of over 55% in size
#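 Purified hPK-M2 (>95%) run at intermediate activity with 0.1 mM ADP and 0.5 mM PEP in 50 mM imidazole pH 7.2, KCl, MgCl2; 1 h room temperature. ATP formed read by Kinase-Glo luminescence; normalized to uninhibited and no-enzyme controls.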
# Mito fusion act: mitochondrial division inhibition or fusion activation. S. cerevisiae fusion-defective mutant growth rescue, CellTiterGlo 48 h. Potency, µM (doses to about 46.1 µM), for inactives: at the top dose growth rescue (activation), hits mostly activators. hit rate 0.23% among 320,000. AID 485298;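 also: potency is read from the fitted curve at half-maximal effect; % of control where 0% means no effect; nearly all actives have a fitted effect of over 45% in size; temperature-sensitive fusion mutants such as fzo1-1 at 37 °C on non-fermentable ethanol glycerol medium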
#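 Luminescent cell viability in 1536-well qHTS format served as the measure of rescued growth in ts fusion-mutant S. cerevisiae cultured on non-fermentable YPEG for 48 hours at 37C.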
# Chronic BCR inh: chronic active BCR signaling inhibition | hit rate 0.05% among 340,000 | AID 493014 | Potency, µM (highest dose often 46.1 µM), for the others: at the highest dose ratio change, negative = lower green/red ratio, most hits filed as inhibitors | ABC-DLBCL IkBa-CBG/CBR reporter, luminescence ratio, 4 h; active = well fitted inhibition curve with a large enough effect in the signal ratio, with a control signal flat, not every such curve was filed as active; inconclusive = small, poorly fitted or top-dose-only effect, or effect the other way, or a change in a side signal; the % refers to the signal ratio;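 also: potency is read from the fitted curve at half-maximal effect; plate controls were basal doxycycline-induced cells for no effect and cells given 10 µM MG132 for full effect; MG132 reads +100%, hits lower the ratio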
#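 TMD8 human ABC-DLBCL cells with doxycycline-inducible IκBα–green luciferase fusion and unfused red luciferase, in 0.5% FBS medium; compounds up to 46 uM, 4 h at 37C. Green/red luminescence ratio, filter-overlap corrected, fitted to concentration-response curves.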
# Menin-MLL TR inh: menin-MLL binding inhibition, Texas Red mutant peptide. Menin + Texas Red MLL mutant peptide, fluorescence polarization. O00255. Potency, µM (doses to about 61.6 µM), for inactives: at the highest dose FP activity change, negative = inhibition, most hits filed as inhibitors. hit rate 0.23% among 270,000; active = well fitted inhibition curve with a large enough effect in the polarisation, with a control signal flat, not every such curve was filed as active; inconclusive = small, poorly fitted or top-dose-only effect, or effect the other way, or a change in a side signal; inactive = no such curve, though single readings can be large or run the other way; the % refers to the polarisation; also: potency is read from the fitted curve at half-maximal effect; % of control where 0% means no effect; many of its hits are not listed in these tables
# GALK inhibitor: galactokinase (human) inhibition | P51570 | Purified GALK, Kinase-Glo residual ATP luminescence | Potency, µM (doses to about 57.5 µM), for the others: at the highest dose activity change, negative = inhibition, hits mostly inhibitors | hit rate 0.007% among 270,000 | AID 1868; also: potency is read from the fitted curve at half-maximal effect; % is scaled to controls: 0 for no effect and ±100 for the full control effect
#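 ATP-depletion format; final 35 uM ATP, 100 uM D-galactose, 5 nM enzyme; pH 8.0 HEPES/Mg2+ buffer; 60 min RT; luminescence read 10 min after detection reagent.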
# USP2a block: USP2a (human) protease inhibition. Potency, µM (highest dose often 38.3 µM), without a hit: at the highest dose activity change, negative = inhibition, usual class: inhibitors. USP2 core, Ub-CHOP2 coupled fluorogenic reporter, 485/531. O75604. hit rate 0.01% among 330,000;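 also: potency is read from the fitted curve at half-maximal effect; plate controls were DMSO wells for no effect and full inhibition by NEM control for full effect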
#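 Cell-free coupled assay: 10nM USP2 core preincubated 30min RT with compound in Tris-HCl pH 8.0/CaCl2/CHAPS buffer, then 25nM Ub-CHOP2 and 25nM reporter substrate; fluorescence (Ex 485/Em 531) read after 60min RT, normalized to NEM inhibition, concentration-response curves fitted.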
# An asterisk follows results filed as active; i = inactive; ? = inconclusive; nt = not tested or not shown; [ ] = remark or other dose. Unless noted, calls follow the shape of the dose curve; as a rule, active = well fitted curve in the direction sought with a large enough effect; inconclusive = small, poorly fitted or top-dose-only effect, or another doubt; inactive = no such curve, though single readings can be large; an effect the other way counts as inactive or inconclusive.
SMILES,MBNL1 CUG block,KCNH2 WT inh,TSHR antagonist,Eya2 phos inh,S-ASM inh,PKM2 activator,Mito fusion act,Chronic BCR inh,Menin-MLL TR inh,GALK inhibitor,USP2a block
CCOC(=O)Cc1cc(=O)n2[nH]c(-c3ccccc3)cc2n1,0%,-3,-4,2%,4%,1%,0%,?,-5%,2%,-3%
Cc1onc(-c2ccccc2Cl)c1C(=O)OCC(=O)N1CCCc2ccccc21,-9%,-15,1,2%,-3%,-5%,12%,5%,1%,7%,1%
COCCNC(=O)CN(C(=O)Cn1nnc2ccccc21)c1cccc(C)c1C,-6%,-4,-2,3%,3%,-2%,0%,4%,2%,10%,-4%
Cc1ccc(-n2ncc3c2CCCC3NC(=O)CCc2cnn(C)c2)cc1C (stereo not drawn),1%,-10,-7,-2%,nt,-5%,-2%,2%,nt,-6%,2%
CC1=NN(c2ccc(C)c(C)c2)C(=O)/C1=C/c1ccc2c(c1)n(C)c(=O)n2C,nt,-24,10,7%,-1%,1%,0%,?,4%,0%,1%
Cc1ccc(C)c(OCC(=O)NNC(=O)c2ccc(NC(=O)C3CC3)cc2)c1,1%,-9,3,6%,-1%,nt,-1%,4%,nt,4%,3%
COc1ccc(C(=O)NCc2nnc(SCC(=O)Nc3cccc(C(F)(F)F)c3)o2)cc1OC,-10%,9,4,17%,-1%,-5%,0%,-14%,-1%,1%,2%
COc1ccc(S(=O)(=O)NCCC(=O)N2CCCN(C)CC2)cc1,nt,-4,-6,-26%,6%,nt,-6%,3%,nt,nt,0%
CCOC(=O)C(C)N1C(=O)S/C(=C\c2ccc(-c3ccccc3C(=O)O)o2)C1=O (stereo not drawn),34%[activator],0,-11,4%,0%,nt,-1%,0%,49%[activator],nt,4%
Fc1ccc2cc(CCO[C@H]3CCCCO3)ncc2c1,nt,2,-7,-11%,0%,nt,nt,?,nt,nt,-1%
O=S1(=O)CCC(NC(=S)NCCNC(=S)NC2CCS(=O)(=O)C2)C1 (stereo not drawn),-11%,6,-2,-15%,6%,-3%,-2%,-30%,-6%,0%,-1%
CC(=O)NC1=C(NC2CCS(=O)(=O)C2)C(=O)c2ccccc2C1=O (stereo not drawn),?,2,18,2%,1%,?,-1%,5%,3%,-1%,1%
Nc1ccc(NC2C[C@@H](C(=O)O)NC2=O)cc1 (stereo partly drawn),6%,-15,-7,4%,3%,-1%,-3%,-2%,1%,1%,-1%
CCN(CC)CCCNc1nc(N)c([N+](=O)[O-])c(N2CCCCCC2)n1,-10%,2,1,-2%,-6%,nt,-13%,3%,-2%,0%,1%
CC(C)N(O)C(=O)NC(C)(C)C,1%,-9,-2,-24%,4%,3%,-1%,2%,15%,1%,-2%
CCOc1cc(/C=C2\NC(=S)N(c3c(C)n(C)n(-c4ccccc4)c3=O)C2=O)ccc1O,?,0,2,4%,-6%,4%,-7%,1%,-18%,-2%,7%
O=C(Nc1cccc([N+](=O)[O-])c1)N1CCc2ccccc2C1,?,-12,-4,3%,-4%,0%,-1%,2%,?,-4%,1%
CC1CCN(CCNC(=O)C2CCCN(S(=O)(=O)c3cccc4nonc34)C2)CC1 (stereo not drawn),?,1,12,3%,0%,3%,-2%,-8%,-2%,3%,-2%
NC1=NC(=O)/C(=C/c2cc(Br)c(O)c(Br)c2)S1,?,30,11,?,-1%,nt,14%,nt,?,1%,3%
O=C(NC(=S)NNC(=O)c1cccs1)c1ccccc1,3%,-21,11,-2%,4%,-3%,11%,?,nt,-10%,1%
CN1CCN(C(c2ccc(F)cc2)c2nnnn2Cc2cccs2)CC1 (stereo not drawn),0%,13,15,-5%,-1%,-1%,0%,?,-1%,-1%,0%
Cc1cc(C)nc(SCc2ccc(C(=O)N/N=C/C3CCCCC3)cc2)n1,-15%,8,2,0%,4%,-3%,8%,0%,1%,1%,3%
COc1ccc(S(=O)(=O)N2CCC(NC(=O)C(Cc3cccc(OC)c3OC)NC(C)=O)CC2)cc1 (stereo not drawn),6%,0,-19,3%,3%,-5%,-1%,5%,3%,0%,0%
Cc1onc(-c2ccccc2)c1C(=O)Nc1ncc([N+](=O)[O-])s1,?,-2,-30,14%,-4%,nt,1%,?,nt,4%,1%
CCOC(=O)/C(C#N)=C/c1cn(CCC(=O)O)nc1-c1ccccc1,?,2,-28,7%,1%,0%,-2%,12%,-5%,-1%,1%
c1ccc(C(c2ccccc2)N2CCN(C(c3ccccn3)c3nnnn3C3CCCC3)CC2)cc1 (stereo not drawn),1%,-10,-6,0%,8%,2%,-1%,-1%,0%,-1%,0%
COc1ccc(C(=O)N2CCCC(C(=O)O)C2)c2ccccc12 (stereo not drawn),8%,-2,-1,9%,4%,1%,3%,-2%,6%,-1%,1%
CCn1c(-c2ccccc2Cl)nn(CC(=O)Nc2ccccc2C)c1=S,-5%,0,-4,8%,0%,2%,-1%,-9%,-1%,3%,1%
COC(=O)Cc1ccc(NC(=O)c2ccc(NC(=O)c3ccco3)cc2)cc1,-4%,-4,-1,-1%,-1%,-1%,14%,9%,-28%,0%,3%
O=C(/C=C/c1cccc(C(F)(F)F)c1)N1CCN(c2ccccn2)CC1,10%,7,-19,-15%,-9%,-1%,-5%,-1%,nt,-5%,4%
COc1ccc(S(=O)(=O)N(C)c2ccc(C(=O)N3CCOCC3)cc2)cc1,-7%,-17,-6,-8%,-2%,-4%,0%,?,-12%,2%,-1%
COc1ccccc1OCCSc1nc2ccc([N+](=O)[O-])cc2s1,?,-9,-15,0%,-1%,1%,3%,7%,13%,nt,-1%
O=C(Nn1cnc2ccccc2c1=O)c1ccccc1[N+](=O)[O-],9%,-4,5,-5%,0%,-3%,1%,4%,0%,0%,3%
CCN1CCN(C(=O)c2cc3c(=O)oc4ccc(C)cc4c3s2)CC1,4%,3,-9,-19%,-1%,0%,-3%,-9%,6%,-2%,0%
O=C(Oc1ccc2ccc(=O)oc2c1)c1ccc([N+](=O)[O-])cc1,21%,10,3,-7%,i,0%,-4%,3%,3%,8%,1%
O=C1CCc2cc(S(=O)(=O)NCc3ccc(Cl)cc3)cc3c2N1CC3,nt,-3,2,6%,-3%,nt,-1%,-3%,nt,nt,1%
O=C(NC(=O)c1ccccc1)Nc1ccccc1O,-8%,nt,6,-2%,3%,nt,2%,?,-11%,-4%,6%
COc1ccc(CCn2c(-c3cc([N+](=O)[O-])cc([N+](=O)[O-])c3)nc3nc4ccccc4nc32)cc1OC,?,6,21,-8%,-5%,5%,3%,1%,-1%,0%,5%
CC1CC(C)(C)Nc2ccc(N=O)cc21 (stereo not drawn),?,-4,-26,-20%,-18%,nt,3%,?,-5%,6%,2%
Cc1cc(C)c2sc(N(CCCN(C)C)C(=O)COc3ccc(Cl)cc3)nc2c1,-9%,-9,11,-26%,?,-5%,-4%,-1%,-13%,5%,0%
COCCCN(CCCN)Cc1ccco1,-4%,-10,4,0%,0%,1%,-3%,-6%,-30%,3%,-7%
O=C(CCS(=O)(=O)c1ccccc1)Nc1ccc(S(=O)(=O)Nc2ncccn2)cc1,-4%,-3,13,16%,3%,1%,-2%,-9%,-6%,4%,-2%
Cc1ccc(C(C(=O)NCC2CCCO2)N(C(=O)c2snc(C(N)=O)c2N)c2ccccc2)o1 (stereo not drawn),?,-20,-4,4%,i,10%,1%,-3%,-19%,7%,-1%
C=CCN(CC(=O)NCc1ccc(OC)cc1)C(=O)c1csnn1,-7%,0,10,-4%,8%,0%,0%,?,-19%,0%,3%
O=S(=O)(O)c1cc(O)c2c(O)c(N=Nc3cc(Cl)ccc3O)c(S(=O)(=O)O)cc2c1,?,-6,-3,?,23%,nt,-26%,19%,?,16%,-13%

# Not all compounds are listed, so the mix of outcomes need not match the whole.
